# High-throughput results from PubChem.
# GASC-1 inh: blocks human GASC-1 demethylase activity; Q9H3R0; GST-JMJD2C(1-420) H3K9me3 demethylation, DELFIA europium; inhibition, % at 2.35 µM; 330,000 tested, 0.069% active; AID 2099;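 active means more than half of a compound's replicate wells show inhibition beyond 50%, single wells judged on their own value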;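 further: signal counts dimethyl H3K9 product captured on neutravidin plate; 0% = median of DMSO wells and 100% = 0.3 times that DMSO median; strong numbers were not always called active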
# Target sequence (Q9H3R0 1-420 limits assumed): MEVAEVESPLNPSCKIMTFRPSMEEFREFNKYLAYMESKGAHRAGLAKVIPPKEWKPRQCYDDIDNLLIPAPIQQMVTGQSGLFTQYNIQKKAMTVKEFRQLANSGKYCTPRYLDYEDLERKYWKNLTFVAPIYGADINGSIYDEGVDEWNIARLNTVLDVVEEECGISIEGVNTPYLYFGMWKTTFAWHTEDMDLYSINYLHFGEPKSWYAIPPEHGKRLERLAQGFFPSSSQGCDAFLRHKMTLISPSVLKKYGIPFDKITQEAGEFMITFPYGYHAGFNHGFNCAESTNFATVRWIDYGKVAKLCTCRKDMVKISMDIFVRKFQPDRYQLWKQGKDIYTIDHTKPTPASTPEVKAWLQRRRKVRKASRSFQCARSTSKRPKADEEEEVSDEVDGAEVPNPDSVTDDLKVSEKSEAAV
# PP1 counter: counter-screen for PP5 inhibitors: inhibitors of human PP1-alpha | purified PP1alpha, OMFP fluorescence | 320,000 tested, 0.9% active | P62136 | inhibition, % at 6.7 µM | AID 2235;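 active means inhibition above the mean inhibition of all tested compounds plus 3 SD, computed separately for each screening campaign, cut at about 15% in these data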
# Target sequence (P62136 whole entry, looked up): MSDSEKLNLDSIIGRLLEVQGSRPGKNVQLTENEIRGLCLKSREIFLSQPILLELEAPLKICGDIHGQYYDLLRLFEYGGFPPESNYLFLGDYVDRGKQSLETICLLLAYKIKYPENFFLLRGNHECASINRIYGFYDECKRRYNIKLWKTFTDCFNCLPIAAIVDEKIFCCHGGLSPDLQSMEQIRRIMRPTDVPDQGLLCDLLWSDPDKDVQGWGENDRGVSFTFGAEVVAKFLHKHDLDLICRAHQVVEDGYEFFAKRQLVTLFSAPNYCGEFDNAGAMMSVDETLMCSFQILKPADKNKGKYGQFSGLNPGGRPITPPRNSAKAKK
# CTSL1 counter: blocks F. hepatica cathepsin L1 in PFM18AAP counter-screen; recombinant F. hepatica cathepsin L1, Z-Leu-Arg-MCA fluorescence; inhibition, % at 5.96 µM; 300,000 tested, 0.49% active; AID 1906;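 active means inhibition above the mean of all tested compounds plus 3 SD, set per screening campaign, cut at about 17% in these data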;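 further: 0% = plate median of test compound wells and 100% = 1 µM Z-Phe-Ala-diazomethylketone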
# EBNA-1 inh: blocks EBNA-1 binding to DNA; EBNA-1 DNA binding, fluorescence polarization; inhibition, % at 14.8 µM; 300,000 tested, 0.34% active; in the data active means inhibition above about 28%
# ZTA DNA inh: counter-screen for EBNA-1 inhibitors: inhibitors of Epstein-Barr virus ZTA | AID 2234 | ZTA-DNA binding, fluorescence polarization | inhibition, % at 11 µM | P03206 | 320,000 tested, 0.15% active; in the data active means inhibition above about 33%
# Target sequence (P03206 whole entry, looked up): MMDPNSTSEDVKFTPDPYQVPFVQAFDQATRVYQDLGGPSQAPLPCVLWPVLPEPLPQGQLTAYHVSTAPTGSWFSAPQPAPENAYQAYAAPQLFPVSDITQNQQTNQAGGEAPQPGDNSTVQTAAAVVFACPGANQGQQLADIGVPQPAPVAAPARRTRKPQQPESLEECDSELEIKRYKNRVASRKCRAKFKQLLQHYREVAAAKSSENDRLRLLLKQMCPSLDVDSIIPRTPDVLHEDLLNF
# TPT1 inhibitor: inhibitors of Candida albicans tRNA 2'-phosphotransferase TPT1; inhibition, % at 5 µM; AID 1962; recombinant caTPT1, FP RNA substrate dephosphorylation; 300,000 tested, 0.81% active;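 active means inhibition above the mean of all tested compounds plus 3 SD, set per screening campaign, cut at about 24% in these data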;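 further: plate controls were DMSO alone for no effect and ferristatin control at 100 nM for full effect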
# PP5 primary: PP5 (human) phosphatase inhibition | P53041 | purified PP5c, OMFP substrate fluorescence | inhibition, % at 6.7 µM | 320,000 tested, 0.18% active | AID 1987;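 active means inhibition above the campaign's mean inhibition across all tested compounds plus 3 SD, cut at about 9.5% in these data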;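 further: 0% = DMSO only and 100% = 100 µM cantharidin control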
# Yeast superoxide: yeast age-related superoxide inhibition as caloric restriction mimetic. 330,000 tested, 0.18% active. superoxide response (% of plate mean), % at 10 µM. S. cerevisiae aged cells, superoxide DHE fluorescence; stronger effect = lower value;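 active means superoxide response under a set limit, about three screen SD below normal, cut at about 65% in these data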;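 further: yeast aged for seven days with compound at 30 °C before DHE staining; 100% = average MFI of all compound-treated wells on the plate with controls excluded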
# HCV core dimer: blocks dimerization of HCV core protein; TR-FRET GST/Flag-core106 dimerization, 1536-well; inhibition, % at 5 µM; 300,000 tested, 0.33% active; AID 1899;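 active means inhibition above the mean of all tested compounds plus 3 SD, set per screening campaign, cut at about 45% in these data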
#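 Assay system: tagged HCV core106 pair (GST and Flag); medium: KF-containing HEPES buffer, pH 7.45, DTT, CHAPS, BSA; also added: Eu donor and XL665 acceptor anti-tag antibodies; dosing: 5 µM single dose; timing: compound-protein-antibody incubation 4 h at 22.5 °C; signal: TR-FRET 671 and 617 nm emission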
# Active calls of the source: *; . = no result given.
Molecule	GASC-1 inh	PP1 counter	CTSL1 counter	EBNA-1 inh	ZTA DNA inh	TPT1 inhibitor	PP5 primary	Yeast superoxide	HCV core dimer
C/C(CC(=O)Nc1cc(C)ccn1)=N\NC(=O)C(=O)Nc1cccc(C)c1	-6	2	1	9	-10	0	-0.7	105	-5
CCSc1nnc(-c2cc3c(s2)-c2ccccc2CC3)o1	20	0	1	2	-6	-3	-1.0	83	-5
COc1cc(NC(=S)N2CCN(S(=O)(=O)c3ccc(C)cc3)CC2)cc(OC)c1	0	1	0	8	-1	-2	2.9	104	-2
CCOC(=O)C1CCN(C(=O)C2CCCN(c3ncnc4c3nc3n4CCCCC3)C2)CC1 (stereo not drawn)	39	3	3	-1	-10	-4	-0.9	81	2
CCn1c(SCC(=O)Nc2ccccc2F)nnc1-c1cnccn1	-2	1	-1	2	-4	4	0.8	97	4
CC(=O)N1N=C(c2ccco2)CC1c1ccc(C)cc1 (stereo not drawn)	9	1	-2	-1	-12	3	3.2	106	-3
O=S(=O)(c1ccc(S(=O)(=O)N2CCOCC2)cc1)N1CCCC1	-4	-7	2	8	-12	0	-0.2	96	-2
Cc1ccc(OCCC(=O)NNC(=O)c2nn(C)c(=O)c3ccccc23)cc1	10	2	.	.	-4	.	-1.3	83	.
CCCCNc1nc2ccccc2[nH]1	2	-3	-2	-5	-3	-2	0.2	90	-4
O=C(NNC(=O)C12CC3CC(CC(C3)C1)C2)c1ccco1	24	-2	-1	-13	2	0	5.0	107	1
COc1ccc(C)cc1NC(=O)c1cc2c(s1)CCC2	-5	18*	0	-14	-8	1	1.5	97	5
COc1ccc(CCNC(=O)CCCCn2c(=O)[nH]c3ccccc3c2=O)cc1OC	-6	0	-3	6	15	5	0.6	114	-1
CCN1CC2=C(OC(N)=C(C#N)C2c2ccccc2)/C(=C\c2ccccc2)C1 (stereo not drawn)	4	1	3	7	-11	-4	0.8	101	11
O=C(Nc1ccc2nc(SCc3ccc(Cl)cc3)sc2c1)c1ccccc1C(=O)N1CCOCC1	-1	0	3	1	-7	0	3.5	101	12
Cc1nn2c(NCc3ccccn3)cc(C(C)(C)C)nc2c1-c1ccccc1	1	-4	0	1	3	0	2.9	394	-2
Cc1ccc(CSCc2ccc(C(=O)O)o2)cc1	5	6	1	7	7	1	1.1	111	1
Cc1ccccc1-c1nc(CN2CCC(C(=O)NC3CC3)CC2)c(C)o1	-6	0	-2	0	-4	-3	0.0	110	6
O=[N+]([O-])C1=C(Nc2cccc3ccccc23)CS(=O)(=O)C1	-7	3	-2	6	-4	3	-0.2	113	-2
CC(NC(=O)COC(=O)c1cccs1)c1ccccc1 (stereo not drawn)	17	1	-5	-12	-16	-2	4.2	116	-10
CC1=NNC(=O)C1CCC(=O)N/N=C/c1ccc(Cl)cc1Cl (stereo not drawn)	-3	-2	-2	-2	9	2	-1.2	100	-1
COC(=O)c1c(NC(=O)CSc2nc(-c3ccco3)cc(C(F)(F)F)n2)sc2c1CCCC2	-8	-2	2	11	9	-1	1.1	94	-4
O=C(CCCN1C(=O)[C@H]2CC=CC[C@H]2C1=O)NCc1nc(-c2ccccc2)no1	6	-3	16	-6	-6	9	-0.2	91	-2
Cc1nnc(NC(=O)Cc2cccs2)s1	-2	1	1	3	-5	1	0.5	100	6
CC(=O)NC(Cc1ccc(F)cc1)C(=O)NC1CCN(C(=O)Nc2cccc(C)c2)CC1 (stereo not drawn)	21	-2	3	-5	6	-5	2.2	113	5

# Some of the entries above in another layout.
Cc1ccccc1-c1nc(CN2CCC(C(=O)NC3CC3)CC2)c(C)o1
  GASC-1 inh: -6	PP1 counter: 0	CTSL1 counter: -2	EBNA-1 inh: 0	ZTA DNA inh: -4	TPT1 inhibitor: -3	PP5 primary: 0.0	Yeast superoxide: 110	HCV core dimer: 6
O=[N+]([O-])C1=C(Nc2cccc3ccccc23)CS(=O)(=O)C1
  GASC-1 inh: -7	PP1 counter: 3	CTSL1 counter: -2	EBNA-1 inh: 6	ZTA DNA inh: -4	TPT1 inhibitor: 3	PP5 primary: -0.2	Yeast superoxide: 113	HCV core dimer: -2
CC(NC(=O)COC(=O)c1cccs1)c1ccccc1 (stereo not drawn)
  GASC-1 inh: 17	PP1 counter: 1	CTSL1 counter: -5	EBNA-1 inh: -12	ZTA DNA inh: -16	TPT1 inhibitor: -2	PP5 primary: 4.2	Yeast superoxide: 116	HCV core dimer: -10

# Continuation.
Molecule	GASC-1 inh	PP1 counter	CTSL1 counter	EBNA-1 inh	ZTA DNA inh	TPT1 inhibitor	PP5 primary	Yeast superoxide	HCV core dimer
O=C(Cn1cc(-c2nnnn2-c2ccc(Cl)cc2)c(=O)c2ccccc21)c1ccccc1	1	2	6	9	0	2	1.2	89	14
CCC1Sc2ccc(S(=O)(=O)CCC(=O)Nc3c(Cl)cc(OC)cc3OC)cc2NC1=O (stereo not drawn)	-1	3	3	-10	7	0	2.2	118	15
CCCn1nc(C(=O)OCC(=O)c2c(N)n(C)c(=O)n(C)c2=O)c2ccccc2c1=O	9	1	-2	-2	6	-4	1.3	97	7
CCN(CC)S(=O)(=O)c1cccc(NC(=O)/C=C/c2ccc([N+](=O)[O-])cc2)c1	-2	4	-4	-6	18	0	0.7	89	7
Cc1cc(Oc2cc(N)cc([N+](=O)[O-])c2)ccc1Cl	0	2	6	3	-10	-1	5.4	80	-2
O=C(Nc1ccc(CN2CCOCC2)cc1)c1ccc(-c2cccc([N+](=O)[O-])c2)o1	-2	-1	3	3	5	0	-3.7	118	11
Cc1ccc(C(=O)CC(=O)c2cccc(F)c2)c(O)c1	-3	2	1	6	0	0	0.6	107	8
CCCc1nc(N)c(C#N)c(N)c1C#N	18	-4	0	-9	-1	-2	2.0	96	-2
CCc1cccc(C)c1NC(=O)CCCN1C(=O)NC(C)(C)C1=O	-4	-2	.	.	-15	.	1.1	108	.
COc1c(Br)cc([N+](=O)[O-])c(OC)c1C(=O)NC(=O)Nc1nc(C)cc(C)n1	.	2	-7	10	5	-2	-0.7	111	0
COCC(=O)Nc1ccccc1C#N	-2	0	-6	11	14	-6	-2.4	99	-7
O=C(COc1ccc(Cl)cc1Cl)N/N=C/C1CC=CCC1 (stereo not drawn)	6	-4	1	4	-2	-2	1.5	102	0
Cc1cc(C(=O)NCC2CCCCC2)ccc1[N+](=O)[O-]	5	-2	3	8	-5	3	0.6	92	-7
Cc1cc(C)n(-c2cc(Oc3ccccc3)ncn2)n1	-2	0	1	2	1	-9	0.4	91	0
CCOC(=O)/C(C#N)=C/c1cc2ccccc2nc1Cl	9	-6	1	6	8	5	-2.5	109	5
O=C(CSCc1ccccc1)Nc1ccc(S(=O)(=O)Nc2ncccn2)cc1	7	-1	3	5	15	-1	-0.5	86	6
O=C(O)C(Cc1c[nH]c2ccccc12)N1CCS(=O)(=O)CC1 (stereo not drawn)	-6	-1	1	1	9	1	0.2	96	0
CN(C(=O)CSc1nnc(-c2ccc(OC(F)F)cc2)n1N)C1CCS(=O)(=O)C1 (stereo not drawn)	-10	-7	2	-7	6	0	1.3	90	-2
O=C(CSc1nnc(NC(=O)c2c(F)cccc2F)s1)NCc1ccco1	-3	-2	4	-5	13	2	0.6	92	0
NC(=O)NC(=O)CC1S/C(=N/N=C/c2ccccc2)NC1=O (stereo not drawn)	-2	-3	0	7	11	0	-0.8	121	3
O=C(C#Cc1ccccc1)c1ccco1	-8	-1	8	3	-8	-1	1.6	94	1
Cc1cccc(NS(=O)(=O)c2coc(C(N)=O)c2)c1C	-2	-9	-2	5	-2	0	4.7	96	-3
NS(=O)(=O)c1ccc(CNC(=S)NC2CC2)cc1	-1	-5	-2	6	15	-6	-1.4	105	1
CCOCCCN1CN(Cc2ccccc2)CNC1=S	5	0	-5	6	3	1	2.0	106	-12
COc1cccc(C2=NOC(C(=O)NCc3cccnc3)C2)c1 (stereo not drawn)	5	-4	-2	-4	1	-1	1.8	97	-3
COc1cccc(C2OC(=O)c3ccccc3N2C(C)=O)c1OC(C)=O (stereo not drawn)	2	-3	-3	-11	-6	-4	3.5	110	-2
CC(C)CC1Nc2ncnc(N3CCN(c4ccccn4)CC3)c2N(Cc2ccc(Br)cc2)C1=O (stereo not drawn)	-13	17*	1	9	-3	0	2.2	96	23
O=C(NS(=O)(=O)c1ccc(Cl)cc1)c1ccccc1	-11	-1	-1	5	10	-1	-1.5	136	7
Cc1cc(C)nc(NC(=O)CSc2nc3ccccc3o2)n1	-5	-7	-6	3	-3	-2	1.6	93	0
Cc1cccc(NS(=O)(=O)c2ccc(C(=O)N3CCN(c4ccccc4O)CC3)cc2)c1C	15	1	-5	-3	12	1	3.0	100	13
CN(Cc1ccc(Cl)cc1)C(=O)CCl	-10	3	16	-11	-4	2	0.3	101	-1
Nc1nc2ncc(CNc3ccc(C(=O)N[C@@H](CCC(=O)O)C(=O)O)cc3)nc2c(=O)[nH]1	-9	1	7	1	9	-8	-0.9	114	7
O=C(COc1ccc(S(=O)(=O)NC2CCCCC2)cc1)NC1CCCC1	5	-5	10	-6	4	0	-4.6	104	5
CC1(c2nnc(-c3ccncc3)o2)CC(c2ccccc2)=NO1 (stereo not drawn)	-19	-1	-3	-3	-18	3	-2.0	102	-8
CCCNC(=O)COCc1cc(-c2ccc3c(c2)OCO3)on1	-7	-2	-3	-5	-6	-2	0.9	99	-5
CCCNC(=O)NC(=O)CSc1nnc(-c2c[nH]c3ccccc23)o1	1	0	1	6	3	-2	2.1	83	7
O=C(CCc1nnc2ccc(NCc3ccccc3Cl)nn12)NC1CCCC1	3	2	-1	-5	1	-1	0.9	112	2
O=C(CSc1nc2ccccc2c(=O)n1-c1ccc(F)cc1F)Nc1ccc(N2CCOCC2)cc1	-2	0	1	-11	-7	3	2.7	100	3
Cc1cc(F)ccc1S(=O)(=O)N1CCCCC1CCNC(=O)C(=O)NCc1ccccn1 (stereo not drawn)	-2	1	2	2	-4	-5	-1.7	88	0
O=C(NCc1ccc(Cl)cc1)NCC(F)(F)F	-7	-2	-3	7	-25	-1	0.8	107	-2
CCCCC(c1nnnn1C1CCCC1)N1CCN(C(=O)c2ccco2)CC1 (stereo not drawn)	-1	-3	2	-7	2	-2	0.4	100	-5
O=c1[nH]c(=O)n(Cc2ccccc2)c2c1CCC2	4	-4	2	2	-10	-1	-1.0	80	-8
COc1ccc(C(=O)c2cc3c(cc2[N+](=O)[O-])OCCO3)cc1	-12	2	8	-6	-15	-1	3.4	101	-1
Cc1ccc(S(=O)(=O)c2c(CO)c(-c3ccccc3)nn2C)cc1	.	-3	4	-3	5	-1	2.5	98	-3
O=C(NCc1ccco1)c1noc2c1CCCC2	-1	-2	-5	6	16	0	-0.5	100	0
O=C(CN1CCc2ccccc21)Nc1ccc2c(c1)OCCCO2	15	-6	.	.	6	.	0.9	93	.
Cc1cc(F)ccc1S(=O)(=O)Nc1ncnc2scc(-c3ccc(F)cc3)c12	6	5	-2	5	4	3	6.9	103	6
c1ccc(Cn2nnnc2C(c2cccs2)N2CCCCCC2)cc1 (stereo not drawn)	-2	4	1	-10	-1	2	3.1	98	8
Cc1c(C(=O)Nc2ccccn2)sc2nc3n(c(=O)c12)CCC3	13	-1	1	-4	-1	8	1.0	98	1
Cn1c2ccccc2c2cnn(CC(=O)O)c(=O)c21	11	4	-3	-11	-17	-2	1.1	108	3
CCCS(=O)(=O)c1nc(S(=O)(=O)c2ccc(C)cc2)c(N2CCN(CC)CC2)s1	9	5	0	-8	-2	-2	-0.6	116	5
COC(=O)c1ccc(C(=O)OC)c(NC(=S)N2CCN(c3cc(Cl)ccc3C)CC2)c1	5	-5	6	-9	3	-2	-1.9	96	3
